CHRM1 PAM = positive allosteric modulators of human M1 muscarinic receptor; 360,000 compounds, 0.088% hits; CHO-K1 hM1, Fluo-8 calcium fluorescence, ACh EC20; 0% = ACh EC20, 100% = maximal ACh; activation, % at 3 µM; P11229; in the data active means activation above about 19%, passing the limit was not always enough
Target sequence (P11229 whole entry, looked up): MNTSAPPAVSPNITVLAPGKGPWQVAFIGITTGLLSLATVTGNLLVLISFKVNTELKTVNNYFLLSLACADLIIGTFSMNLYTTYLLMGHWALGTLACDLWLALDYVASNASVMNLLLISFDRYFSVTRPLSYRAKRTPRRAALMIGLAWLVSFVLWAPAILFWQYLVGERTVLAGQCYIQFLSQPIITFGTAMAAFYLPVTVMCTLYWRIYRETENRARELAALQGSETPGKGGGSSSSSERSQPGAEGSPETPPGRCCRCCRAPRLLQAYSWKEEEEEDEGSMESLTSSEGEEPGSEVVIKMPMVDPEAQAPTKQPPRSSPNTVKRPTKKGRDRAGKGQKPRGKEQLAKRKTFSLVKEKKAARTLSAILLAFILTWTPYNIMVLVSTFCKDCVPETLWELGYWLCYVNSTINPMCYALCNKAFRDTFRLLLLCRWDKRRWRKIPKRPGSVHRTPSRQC
M5 PAM = CHRM5 positive allosteric modulation | 360,000 compounds, 0.3% hits | activation, % at 3 µM | CHO-K1 hM5, Fluo-8 calcium, ACh EC20 PAM; 0% = ACh EC20, 100% = ACh EC100 | P08912;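 active means activation above the run cutoff, the mean activation of all test compounds plus 3 SD, cut at about 18% in these data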
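Assay system – human M5 receptor in CHO-K1 cells · Read-out – % activation, ACh-normalized · Technique – Fluo-8 calcium fluorescence · Dosing – single-point, 3 µM nominal · Incubation – Fluo-8 loading 80 min at 37 °C plus 30 min room temperature · Repeats – singlicate, one well per test compound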
M1 antag = blocks human M1 muscarinic receptor; CHO-K1 hM1, Fluo-8 calcium fluorescence, ACh EC80 antagonist; inhibition, % at 3 µM; 360,000 compounds, 1.3% hits; AID 588852;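 active means percent inhibition above its own plate's cutoff, namely the mean of that plate's compound wells plus 3 SD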;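 further: peak over basal fluorescence ratio during 140 s after agonist addition; 0% = ACh EC80 plus DMSO and 100% = DMSO alone without agonist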
M5 antag = antagonists of human muscarinic M5 receptor (CHRM5). 360,000 compounds, 0.59% hits. inhibition, % at 3 µM. CHO-hM5 cells, Fluo-8 calcium fluorescence, ACh EC80;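 active means inhibition above a per-plate cutoff, the mean of that plate's test compounds plus 3 SD, cut at about 27% in these data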;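 further: 0% = acetylcholine EC80 with DMSO and 100% = DMSO without agonist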
M4 ag = agonists of human muscarinic M4 receptor (CHRM4) | P08173 | CHO-K1 hM4/Gqi5, Fluo-8 calcium fluorescence; vehicle 0%, full acetylcholine response 100% | activation, % at 3 µM | 360,000 compounds, 0.14% hits | AID 624127;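 active means activation above the run mean over all test wells plus 3 SD, cut at about 32% in these data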;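 further: peak over basal fluorescence ratio per well then scaled between controls; 0% = DMSO wells and 100% = acetylcholine at EC100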
Target sequence (P08173 whole entry, looked up): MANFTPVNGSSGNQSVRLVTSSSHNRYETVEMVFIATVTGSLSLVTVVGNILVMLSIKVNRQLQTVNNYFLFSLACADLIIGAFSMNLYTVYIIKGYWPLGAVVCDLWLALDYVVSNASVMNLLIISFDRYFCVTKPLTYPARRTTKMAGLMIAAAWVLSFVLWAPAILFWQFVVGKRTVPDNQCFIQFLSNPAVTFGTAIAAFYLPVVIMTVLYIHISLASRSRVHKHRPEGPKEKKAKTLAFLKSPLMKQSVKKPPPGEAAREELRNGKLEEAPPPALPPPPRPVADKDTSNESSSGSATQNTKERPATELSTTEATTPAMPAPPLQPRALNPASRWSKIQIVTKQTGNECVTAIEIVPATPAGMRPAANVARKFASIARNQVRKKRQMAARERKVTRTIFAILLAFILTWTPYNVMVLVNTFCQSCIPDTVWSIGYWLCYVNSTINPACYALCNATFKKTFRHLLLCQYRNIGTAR
M5 ag = CHRM5 agonism in calcium assay; P08912; activation, % at 3 µM; 360,000 compounds, 0.19% hits; CHO-K1 hM5 cells, Fluo-8 calcium fluorescence; 0% DMSO wells, 100% maximal acetylcholine response;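 active means activation above the run's mean over test compounds plus 3 SD, cut at about 23% in these data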;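 further: signal is peak over basal fluorescence ratio across the kinetic read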
CRFBP-R2 agonist = CRF-BP/CRF-R2 complex agonism; HEK293 CRF-R2/CRF-BP, calcium dye fluorescence (FLIPR); percent of saturating CRF peptide response; activation, % at 13.2 µM; 350,000 compounds, 0.46% hits;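 active means activation of at least 50%, plus an integration ratio under a set limit after plate pattern correction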;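 further: plate controls were neutral control wells without compound for no effect and CRF at EC100 for full effect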
M4 PAM = potentiates acetylcholine response at human M4 receptor; AID 624126; P08173; 360,000 compounds, 0.4% hits; activation, % at 3 µM; CHO-K1 hM4/Gqi5, Fluo-8 calcium fluorescence, ACh EC20; 0% = ACh EC20, 100% = maximal ACh;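 active means activation above its plate's cutoff, the mean activation of sample wells plus 3 SD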; further: some results filed as inactive read as strong as hits
M4 antag = antagonists of human muscarinic M4 receptor (CHRM4); inhibition, % at 3 µM; CHO-hM4 cells, ACh EC80, Fluo-8 calcium fluorescence; 360,000 compounds, 0.73% hits; AID 624125;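 active means inhibition above its plate's cutoff, the mean inhibition of sample wells plus 3 SD, cut at about 27% in these data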;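 further: 0% = acetylcholine EC80 with DMSO and 100% = DMSO without agonist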
The depositor's hits bear a star; · = not tested or not shown.

SMILES	CHRM1 PAM	M5 PAM	M1 antag	M5 antag	M4 ag	M5 ag	CRFBP-R2 agonist	M4 PAM	M4 antag
C#CCOCCOCCOCCNc1nc(N2CCN(C(=O)[C@H](CC(N)=O)n3cc([C@@H](N)CC(N)=O)nn3)CC2)nc(N2CCN(C(=O)[C@H](CC(N)=O)n3cc([C@@H](N)CC(N)=O)nn3)CC2)n1	11	4	-5	9	2	1	1.8	3	-4
Cc1ccc(C#CC(C)(O)C(C)(C)C)cn1 (stereo not given)	-8	0	15	-2	0	-2	-1.1	-1	9
COc1ccc(NC(=O)COc2ccccc2)c(OC)c1	3	-8	-11	-3	1	-10	-0.4	0	-6
Cc1ccc2c(c1)[C@@H](O)C[C@@H](C)N2N=O	7	5	-2	1	0	0	-0.1	1	7
CCn1c(C2CC(=O)N(c3cc(C)cc(C)c3)C2)nc2ccccc21 (stereo not given)	-9	-11	12	7	13	4	3.3	-10	2
COC(=O)c1ccc2nc(-c3cccc(Br)c3)c(Cc3ccc(OC)cc3C)n2c1	9	5	-41	0	2	2	·	9	1
Cc1ccccc1N1CCN(Cc2cc3c(cc2[N+](=O)[O-])OCO3)CC1	2	-6	-10	8	-2	0	-0.3	-7	-2
COc1ccc(C(=O)NN2CCOCC2)cc1	9	0	-14	-5	1	-2	0.1	-4	5
Cc1nnc2sc(SCC(=O)N3CCC(C)CC3)nn2c1=O	10	-2	-3	7	1	-5	-0.8	-1	1
COc1cccc(N2CCN(C3CCCC(C)C3)CC2)c1 (stereo not given)	9	-4	-22	-3	1	-5	-0.7	10	-15
Cc1nc(C)c(N)c(=O)[nH]1	-1	1	2	3	1	-1	0.6	7	-2
O=C1NC(Cc2ccc(O)cc2)c2nc3ccc(Br)cc3c(=O)n2-c2ncccc21 (stereo not given)	2	4	-9	7	1	2	-0.6	-2	1
COc1ccc(NC(=O)CCSc2ccc3ccccc3n2)cc1	-2	-6	-2	3	1	-4	-3.2	-9	4
Cc1oc(C(N)=O)nc1-c1ccccc1	4	-2	-2	3	1	0	-0.3	0	2
CC(=O)OCC(=O)C1(O)CCC2C3CCC4=CC(=O)CCC4(C)C3C(O)CC21C (stereo not given)	8	-4	-27	3	1	1	-0.7	2	-1
Cn1c(=O)[nH]c(=O)c2c1nc(SCc1ccccc1Cl)n2CC(N)=O	23	3	-26	3	1	5	·	5	-3
O=C(c1cn(-c2ccccc2)nc1-c1cc2ccccc2oc1=O)N1CCOCC1	-5	-12	5	16	3	-1	-2.1	3	0
Cc1ccc(C(=O)CSc2nnc(C(C)C)n2C)cc1C	7	9	6	-1	1	-3	1.3	2	-2
O=C(c1[nH]c(C(F)(F)F)nc1-c1ccccc1)N1CCN(c2ncccc2C(F)(F)F)CC1	-1	-3	-29	0	5	3	·	12	-5
Cc1ccc(C(=O)OCC(=O)c2cc(C)n(CC3CCCO3)c2C)cc1 (stereo not given)	-1	-6	-1	9	6	1	2.1	0	6
N#CCCN(C(=O)CSc1nc(-c2ccccc2)cn1N)c1ccc(F)cc1	8	4	-17	-6	1	-2	0.4	10	11
CCC(CC)NC(=O)c1cccc(Br)c1	9	8	-8	-6	0	5	0.1	-1	5
CCCCN(C(=O)CC1CCCC1)c1c(N)n(CCC)c(=O)[nH]c1=O	5	2	-6	-2	1	0	-1.5	7	-13
COc1ccc(-c2cc(C(=O)Nc3ccccc3O)c3ccccc3n2)cc1	-1	-13	4	0	31	12	0.8	-14	7
O=C(COc1ccc2c(-c3ccccc3)cc(=O)oc2c1)N[C@H](Cc1c[nH]c2ccccc12)C(=O)O	1	0	-3	5	0	1	-0.1	0	-6

Limited to M5 antag and M4 antag, for some of the entries so far:
molecule | M5 antag | M4 antag
CC(=O)OCC(=O)C1(O)CCC2C3CCC4=CC(=O)CCC4(C)C3C(O)CC21C (stereo not given) | 3 | -1
Cn1c(=O)[nH]c(=O)c2c1nc(SCc1ccccc1Cl)n2CC(N)=O | 3 | -3
O=C(c1cn(-c2ccccc2)nc1-c1cc2ccccc2oc1=O)N1CCOCC1 | 16 | 0
Cc1ccc(C(=O)CSc2nnc(C(C)C)n2C)cc1C | -1 | -2
O=C(c1[nH]c(C(F)(F)F)nc1-c1ccccc1)N1CCN(c2ncccc2C(F)(F)F)CC1 | 0 | -5
Cc1ccc(C(=O)OCC(=O)c2cc(C)n(CC3CCCO3)c2C)cc1 (stereo not given) | 9 | 6

The listing continues:
SMILES	CHRM1 PAM	M5 PAM	M1 antag	M5 antag	M4 ag	M5 ag	CRFBP-R2 agonist	M4 PAM	M4 antag
CCOC(=O)C1=CC[C@H]2c3c(c4ccccc4n3C)C(=O)C1N2C	4	6	-1	4	2	3	-0.5	10	0
Cc1ccc(NC(=O)c2ccc(CSc3nnnn3C)cc2)cc1	7	3	3	-1	2	-2	-0.8	1	-4
C[C@H](CO)N1C[C@H](C)[C@H](CN(C)C(=O)c2ccncc2)OCc2ccccc2-c2c(n(C)c3ccccc23)C1=O	8	0	-11	-3	1	-1	-0.7	-2	-8
CC1CCN(c2ccccc2NC(=S)NC(=O)c2ccco2)CC1	9	-5	-14	-3	-2	-1	4.8	7	-8
CCCCC(=O)NCCNc1nc2c(c(=O)n(C)c(=O)n2C)n1Cc1ccc(F)cc1	3	-8	4	8	0	2	1.6	0	-7
Cc1ccc(OCc2nnc(SCC(=O)O)n2N)cc1	7	6	-7	-8	2	-1	0.4	10	-3
NC(N)=NS(=O)(=O)c1ccc(NC(=S)NC(=O)/C=C/c2ccc(F)cc2)cc1	10	-5	-19	18	1	-5	1.0	-8	7
NC(=O)c1cc2cc(Cl)ccc2oc1=O	6	4	-8	1	0	-2	-0.5	-1	-3
CN(C)C(=O)COC(=O)c1cccc(S(=O)(=O)N2CC3(C)CC2CC(C)(C)C3)c1 (stereo not given)	11	-5	-11	7	6	-3	-0.7	6	-7
O=C(Nc1ccccc1N1CCN(C(=O)c2ccccc2)CC1)c1ccc(Br)o1	0	-1	-8	7	2	-3	1.5	-3	-1
NC(=O)CSc1nnc(-c2cc(-c3cccs3)nc3ccccc23)o1	2	4	0	-2	1	-1	-0.4	13	6
Fc1ccccc1Nc1nc(NCc2ccco2)nc(N2CCOCC2)n1	8	-4	-12	-4	0	-3	0.5	-5	1
CCOc1ccc(NC(=O)C2CC(=O)N(C(C)C)C2)cc1 (stereo not given)	7	-2	-8	1	0	-7	0.2	-1	7
CCC(=O)N1CCc2cc(S(=O)(=O)N3CCCCCC3)ccc21	3	4	3	9	0	-4	0.7	-3	-4
CCc1nc2c(OCc3ccccc3C)cccn2c1N(C)C(=O)CC(C)C	-12	-2	6	1	-1	-2	·	11	-13
NS(=O)(=O)c1cc(C(=O)NCC2CCCCC2)ccc1Cl	5	-5	-6	19	2	-2	-0.4	0	14
O=C(O)C1CCN(C(=O)c2ccc(S(=O)(=O)N3CCCCCC3)cc2)CC1	10	-3	-7	7	0	-1	2.1	2	-7
O=C(CN1CCN(C(=O)c2ccccc2)CC1)Nc1ccc(Cl)cc1F	7	3	-11	-1	5	1	-1.9	11	-16
O=C(Nc1cccnc1)c1cccc(-c2cc3ccccc3oc2=O)c1	-8	-7	6	6	0	-1	-0.4	-4	4
CC(=O)c1cccc(OCC(=O)N(CCC2=CCCCC2)c2c(N)n(Cc3ccccc3)c(=O)[nH]c2=O)c1	1	2	2	2	0	1	-0.3	-2	0
Oc1c(Br)cc(Cl)cc1C=Nc1ccc(N2CCOCC2)cc1	11	7	-2	2	1	3	4.7	1	6
O=C(NC1CCCCC1)C(c1ccccc1)N(Cc1cccnc1)C(=O)c1csnn1 (stereo not given)	2	1	0	-1	1	-1	0.2	-2	-7
N#Cc1cc2c(=O)n3ccccc3nc2n(Cc2cccnc2)c1=O	9	5	-9	5	0	-5	0.0	-7	-3
COc1cc([N+](=O)[O-])cc2sc(NC(C)=O)nc12	15	13	-11	-4	0	1	-2.6	8	-6
CCCCN(C=O)c1c(CC)nc2c(OCC(=O)c3ccc(F)cc3)cccn12	-4	-1	-13	-4	5	-1	·	-7	-6

Filtered by structure: those above containing a cyano group.
SMILES	CHRM1 PAM	M5 PAM	M1 antag	M5 antag	M4 ag	M5 ag	CRFBP-R2 agonist	M4 PAM	M4 antag
N#CCCN(C(=O)CSc1nc(-c2ccccc2)cn1N)c1ccc(F)cc1	8	4	-17	-6	1	-2	0.4	10	11
N#Cc1cc2c(=O)n3ccccc3nc2n(Cc2cccnc2)c1=O	9	5	-9	5	0	-5	0.0	-7	-3

The list continues.
SMILES	CHRM1 PAM	M5 PAM	M1 antag	M5 antag	M4 ag	M5 ag	CRFBP-R2 agonist	M4 PAM	M4 antag
CCOC12CC(C)(C)CC(C)(CC3=C1C(=O)CC(C)(C)C3)C2 (stereo not given)	10	1	-11	-1	1	-4	1.6	16	-24
CC(c1ccccc1)N1C(=O)c2ccccc2C1(O)Cc1ccccc1 (stereo not given)	2	-8	1	-2	0	-7	0.8	-3	-12
Cc1cc(C)cc(NC(=O)C(Sc2nnc(C)c(=O)[nH]2)c2ccccc2)c1 (stereo not given)	16	3	-9	6	0	6	-3.0	0	-3
CC1CCCC(C)N1C(=O)CN1C(=O)c2ccccc2S1(=O)=O (stereo not given)	10	-4	-18	7	2	-2	-0.3	14	-2
CCOC(=O)N1CCN(C(=O)CSCC(=O)Nc2nc(-c3ccc(C)cc3)cs2)CC1	1	-3	-6	2	1	-1	3.5	6	-16
O=C(c1ccc(Cl)cc1)c1cnc(-c2ccc(Cl)cc2)s1	4	1	0	-3	2	-2	-0.6	-2	18
COC(=O)c1c(C(=O)OC)c(-c2ccc(Cl)cc2)n2c1CS(=O)(=O)C2	0	1	-5	1	2	1	-0.2	17	-2

Screening data from PubChem.
